Source: PubChem BioAssay
TGFb SMAD3 inh – qHTS for Inhibitors of TGF-b. HepG2 CAGA-GFP TGF-b/SMAD3 reporter, GFP fluorescence, 18 h; TGF-beta stimulated, 500 pg/mL final. Potency, µM (titrated, usually from 46.1 µM), for the others: at the highest dose activity, negative = inhibition, most hits filed as inhibitors. 410,000 compounds, 1.2% hits; note: potency is the fitted concentration of half-maximal effect; % is set by controls: 0 for no effect and ±100 for the full control effect; nearly all actives have a fitted effect of over 65% in size
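GFP signal (ex488/em500-530) from TGF-beta-stimulated HEPG2 CAGA-GFP cells, 500 pg/mL final, 18 h at 37 degrees C in DMEM plus 1% FBS, normalized to unstimulated and DMSO-stimulated controls.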
ATXN viability – Viability Counterscreen for Primary qHTS for Inhibitors of ATXN expression; S2 cells (HEK-293 line with an ATXN2-luciferase reporter) viability, CellTiter-Fluor protease fluorescence, 24 h; Potency, µM (doses to about 56.7 µM), usual class: cytotoxic; 400,000 compounds, 0.49% hits; note: potency is the fitted concentration of half-maximal effect; nearly all actives have a fitted effect of over 40% in size
CCT chaperon mod – High-Throughput Screening for Modulators of Cytosolic Chaperonin Activity; purified chaperonin ATPase assay, HTRF ADP detection, 30 min; 360,000 compounds, 0.3% hits; AID 651819, 2012; activity change, % (concentration not given with the values), hits read low; in the data active = activity change below about -30%; note: % is set by controls: 0 for no effect and ±100 for the full control effect
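First, chaperonin was dispensed at 40 nM or 20 nM final depending on batch activity. Next, compounds were pinned at 76 uM and ATP added at 10 uM. After 30 min at 37 °C, ADP detection reagents ran 30 min at ambient temperature.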
Nrf2 activator – qHTS of Nrf2 Activators. AID 624171, 2012. Potency, µM (top dose mostly 46.1 µM), without a hit: top-dose activation, hits mostly activators. 410,000 compounds, 0.31% hits. AREc32 ARE-luciferase reporter (MCF7-derived line), luminescence, 24 h; note: potency is the fitted concentration of half-maximal effect; % of control where 0% means no effect; nearly all actives have a fitted effect of over 65% in size
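Reporter line AREc32 (ARE-Fluc), seeded overnight in OPTI-MEM with 5% FBS; compound pin-transferred, 24 hr at 37 deg C, 5% CO2; luminescent read-out.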
MmCpn inh – Inhibitors of TCP-1 ring complex (TRiC) of Methanococcus maripaludis (MmCpn): qHTS | purified Mm-Cpn ATPase, ADP Transcreener TR-FRET | Potency, µM (highest dose often 76.9 µM), without a hit: top-dose activity, negative = inhibition, hits mostly inhibitors | 330,000 compounds, 0.031% hits | Chaperonin Mm-Cpn (Methanococcus maripaludis); note: potency is the fitted concentration of half-maximal effect; % is set by controls: 0 for no effect and ±100 for the full control effect; nearly all actives have a fitted effect of over 80% in size
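Eu-cryptate anti-ADP/ADP-d2 competition gives a ratio inversely related to ADP. Enzyme at 25 nM was pre-exposed to compound for 10 min, then given 10 uM ATP for 30 min, 37°C throughout.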
Nrf2 inh – Nrf2 qHTS screen for inhibitors; A549 ARE-Fluc reporter, luciferase luminescence, 18-24 h; Potency, µM (titrated, usually from 46 µM), inactives show top-dose activity change, negative = inhibition, most hits filed as inhibitors; 360,000 compounds, 2.1% hits; AID 504444, 2011; note: potency is the fitted concentration of half-maximal effect; % is set by controls: 0 for no effect and ±100 for the full control effect; nearly all actives have a fitted effect of over 60% in size
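A549 ARE_Fluc cells (5000/well, 5% FBS OPTI-MEM) pre-incubated 2 h, then treated with compounds 18-24 h at 37C/5% CO2 in concentration-response. CellTiter-Fluor viability read first; BugLite luciferase luminescence after 15 min at room temperature gives Nrf2 activity.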
A549 tox – Nrf2 qHTS screen for inhibitors: counterscreen for cytotoxicity. A549 ARE-Fluc cells, CellTiter-Fluor viability, 18-24 h. Potency, µM (top dose mostly 46 µM), without a hit: at the top dose activity change, negative = cytotoxicity, usual class: inhibitors. 390,000 compounds, 0.16% hits; note: potency is the fitted concentration of half-maximal effect; % is set by controls: 0 for no effect and ±100 for the full control effect
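A549 ARE_Fluc cells in 5% FBS OPTI-MEM were exposed to compounds in concentration-response for 18-24 h at 37 deg C. Viability was read by CellTiter-Fluor fluorescence (Ex 405/Em 525) after 30 min, before the luciferase read.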
HepG2 tox – qHTS for Inhibitors of TGF-b: Cytotox Counterscreen; HepG2 CAGA-GFP viability, ATP luminescence, 18 h; Potency, µM (series often up to 46.1 µM), for the others: at the highest dose activity change, negative = cytotoxicity, actives largely listed as cytotoxic; 410,000 compounds, 0.76% hits; note: potency is the fitted concentration of half-maximal effect; some results filed as inactive show a strong effect at the top dose
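CellTiter-Glo luminescence gave cytotoxicity after 18 hours at 37 degrees C. The cells were HepG2 CAGA-GFP in 1% FBS DMEM, stimulated with 500 pg/mL TGF-beta after compound addition. %Activity was normalised to no-cell wells (complete cell-killing) and DMSO (no toxicity), and curves were fitted and classified.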
pAkt inh – HTS Assay for Inhibitors of Akt Phophorylation: Primary Screen | Neuro2A IGF-stimulated pAkt S473 HTRF, 20 min; active compounds read low | 360,000 compounds, 0.32% hits | activity change, % for hits at 50 µM; in the data active = activity change below about -80%; inconclusive = mostly about -51% to -80%; note: % is set by controls: 0 for no effect and ±100 for the full control effect
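Neuro2A cells in DMEM with 0.5% FBS, overnight at 37 deg C, given compound at single 50 µM final, then IGF (6 nM final) for 20 min at 37 deg C. Lysed; phospho-Akt Ser473 by HTRF after 24 h, 665/615 ratio.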
Active calls of the source: *; i = inactive; ? = inconclusive; / = not tested or not shown. Unless noted, calls come from the whole dose curve; as a rule, active = well fitted curve in the direction sought with a large enough effect; inconclusive = small, poorly fitted or top-dose-only effect, or another doubt; inactive = no such curve, though single readings can be large; an effect the other way counts as inactive or inconclusive.

SMILES	TGFb SMAD3 inh	ATXN viability	CCT chaperon mod	Nrf2 activator	MmCpn inh	Nrf2 inh	A549 tox	HepG2 tox	pAkt inh
O=C(NCc1ccc(Cl)cc1)c1cc(-c2cccs2)on1	1.4%	i	0.0	3.1%	-0.5%	-11.9%	-3.2%	-10.8%	i
CC1=C(C(=O)Nc2ccccc2F)C(c2ccsc2)C2=C(CC(C)(C)CC2=O)N1 (centres undefined)	-26.8%	i	0.5	-1.7%	-2.2%	-2.9%	-18.1%	-32.2%	i
C=CCOc1c(Cl)cc(/C=N/O)cc1OC	3.2%	i	-5.5	-0.6%	-2.2%	-8.8%	?	-20.0%	i
CC(N=C1NS(=O)(=O)c2ccccc21)C(=O)NCc1ccc2c(c1)OCO2 (centres undefined)	10.7%	i	0.7	-0.6%	-0.3%	/	-4.9%	-0.7%	i
Cc1cc(C)nc(N2CCCC(C(=O)Nc3cc(F)ccc3C)C2)n1 (centres undefined)	-3.4%	?	-3.6	0.0%	-2.3%	-40.7%	0.8%	-19.6%	i
CCCOc1ccc2c3c(c(=O)oc2c1)CCCC3	18.1%	i	0.6	6.9%	0.4%	9.3%	-2.2%	-2.5%	i
CC(C)OP(=O)(c1ccc(N(C)C)cc1)C(O)c1cccnc1 (centres undefined)	-7.7%	i	-0.9	-0.8%	1.2%	15.9%	14.5%	3.6%	i
Cc1nn(C(C)C(=O)NCc2ccc(Cl)cc2)c(=O)c2cc3occc3n12 (centres undefined)	-10.7%	i	-0.6	7.1%	1.2%	-7.1%	1.6%	2.4%	i
CCCCN1CC(N2CCN(C3CCN(C)CC3)CC2)CS1(=O)=O (centres undefined)	-13.4%	i	-1.1	-2.2%	/	/	/	5.6%	i
O=C(Cn1cnc2ccccc21)Nc1cccc(S(=O)(=O)N2CCCC2)c1	-6.8%	i	1.4	-0.7%	3.1%	5.8µM*	-15.7%	-1.9%	i

Random excerpt: 4 entries already listed.
SMILES	TGFb SMAD3 inh	ATXN viability	CCT chaperon mod	Nrf2 activator	MmCpn inh	Nrf2 inh	A549 tox	HepG2 tox	pAkt inh
Cc1cc(C)nc(N2CCCC(C(=O)Nc3cc(F)ccc3C)C2)n1 (centres undefined)	-3.4%	?	-3.6	0.0%	-2.3%	-40.7%	0.8%	-19.6%	i
Cc1nn(C(C)C(=O)NCc2ccc(Cl)cc2)c(=O)c2cc3occc3n12 (centres undefined)	-10.7%	i	-0.6	7.1%	1.2%	-7.1%	1.6%	2.4%	i
O=C(Cn1cnc2ccccc21)Nc1cccc(S(=O)(=O)N2CCCC2)c1	-6.8%	i	1.4	-0.7%	3.1%	5.8µM*	-15.7%	-1.9%	i
CC(C)OP(=O)(c1ccc(N(C)C)cc1)C(O)c1cccnc1 (centres undefined)	-7.7%	i	-0.9	-0.8%	1.2%	15.9%	14.5%	3.6%	i

(further entries)
SMILES	TGFb SMAD3 inh	ATXN viability	CCT chaperon mod	Nrf2 activator	MmCpn inh	Nrf2 inh	A549 tox	HepG2 tox	pAkt inh
Cc1ccc(-c2c(C#N)c(N)nc3c2CCCC3)s1	0.2%	i	-1.1	0.2%	0.3%	-25.1%	-9.9%	-16.2%	i
COc1cccc(NC(=O)c2ccccc2-c2ccccc2)c1	11.4%	i	1.1	0.1%	1.5%	6.4%	-8.8%	-0.6%	i
CC1(C(=O)NNC(=O)c2cccc([N+](=O)[O-])c2)CC1Br (centres undefined)	2.5%	i	1.4	6.5%	/	/	/	-4.6%	i
NS(=O)(=O)c1ccc(CCNC(=O)C2CCC(CNS(=O)(=O)c3ccc(Br)s3)CC2)cc1 (centres undefined)	-8.4%	i	3.5	0.5%	1.6%	-16.3%	0.5%	-4.1%	i
CCCN1C(=O)C(NC(C)=O)c2ccccc21 (centres undefined)	-19.2%	i	-0.2	0.5%	-0.7%	0.9%	2.5%	3.6%	i
Cc1ccc(C2N(c3ccccc3)C(=O)N3CCCN23)cc1 (centres undefined)	0.6%	i	1.7	-0.1%	1.1%	3.1%	12.9%	-2.9%	i
COc1cc(CNc2ccc(O)cc2)cc(Br)c1OCc1ccccc1F	?	i	-8.4	16.6%	-5.2%	5.17µM*	14.6µM*	-39.0%	i
COc1ccc(C(=O)COC(=O)CNC(=O)c2ccc(Cl)cc2Cl)c(OC)c1	-9.4%	?	-0.8	-0.7%	-5.9%	-1.6%	1.7%	-4.6%	i
COc1cc(OC)c(NC(=O)N2CCSc3ccccc32)cc1Cl	0.0%	/	/	4.2%	/	-4.5%	11.1%	-12.4%	/
CCN(C(=O)COC(=O)c1cc(NS(=O)(=O)c2ccc(Cl)c([N+](=O)[O-])c2)ccc1O)C1CCCCC1	?	i	-0.9	?	0.7%	1.8%	1.0%	-27.1%	i
Cc1ccc(C)c(NC(=O)CN2C(=O)C3(SCC(=O)N3c3ccc(C)c(C)c3)c3ccccc32)c1 (centres undefined)	-0.5%	i	/	2.3%	/	-20.3%	-15.7%	-2.9%	/
O=C(c1cccnc1)n1nc(NCc2ccccc2)nc1NCc1ccccc1	9.8%	i	-0.2	-0.6%	-1.2%	19.4%	-0.2%	-26.4%	i
Fc1cccc(-c2cncc(N3CCN(CCN4CCCC4)CC3)n2)c1	8.4%	i	-0.4	0.6%	/	/	/	-10.5%	i
O=C(O)c1ccc(S(=O)(=O)NC2CCCCCC2)cc1	3.4%	i	-1.2	-1.2%	-1.7%	0.3%	-12.4%	6.1%	i
CCOc1ccccc1N1CCN(C(=O)c2csc(C)c2CC)CC1	-1.8%	?	1.2	0.5%	-3.0%	-12.0%	-4.8%	-18.4%	i
CCOc1cc(C(=O)N(Cc2ccccc2)c2ccc(C)cc2)ccc1OCC(=O)N1CCOCC1	0.4%	i	-0.7	-0.6%	/	-7.8%	-0.2%	-1.5%	i
COc1ccc(Cc2nnc(NC(=O)Cc3cccs3)s2)cc1	-24.9%	i	-0.8	0.4%	-3.5%	19.6%	0.5%	1.0%	i
CCN(C(=O)CSc1nnc(-c2ccco2)n1C)c1c(N)n(Cc2ccccc2)c(=O)[nH]c1=O	10.0%	i	-2.3	0.1%	1.2%	4.1%	0.5%	4.2%	i
Cc1ccc(NC(=O)CN(C)C(=O)CNC(=O)c2ccc3c(c2)OCO3)cc1	-10.6%	i	-1.8	-0.6%	1.1%	?	-2.0%	-29.4%	i
COc1cc(C(=O)NCC(c2ccco2)N2CCCC2)ccc1OCc1ccc(Cl)cc1Cl (centres undefined)	?	/	-0.2	1.1%	/	?	?	-102.3%	i
CN(C)CCNC(=O)C(C(=O)c1ccccc1)n1ccccc1=O (centres undefined)	5.3%	i	-0.9	-0.8%	1.2%	?	/	-8.5%	i
CCC(=O)N1CCCc2cc(S(=O)(=O)NCc3cccs3)ccc21	0.8%	i	-0.5	2.7%	-2.5%	-16.0%	-18.6%	-4.7%	i
CCC(C)c1ccc(-c2cc(C(=O)OCC(=O)Nc3cc(C)on3)c3ccccc3n2)cc1 (centres undefined)	5.8%	?	-1.9	2.4%	-4.6%	?	-10.1%	-21.7%	i
Cc1ccc(-c2nc3ccccc3c(=O)n2CCCN2CCOCC2)cc1	13.2%	i	-0.8	1.9%	-0.8%	-6.1%	-14.2%	7.5%	i
N#Cc1c(Cl)nsc1NN	14.3%	i	-1.7	6.6%	-1.7%	-9.7%	-5.1%	8.0%	i
NC(=O)c1ccccc1O	0.4%	i	-1.3	0.0%	1.2%	5.0%	-0.1%	-2.7%	i
COc1sc(SC)cc1/C=N/NC(=O)c1ccncc1	-19.5%	i	-0.7	1.3%	-8.3%	-3.9%	3.8%	-19.6%	i
Fc1cccc(CN2CCN(c3ncccn3)CC2)c1	27.1%	i	0.4	-0.5%	-0.3%	?	-0.6%	4.6%	i
Cc1ncc(CC(=O)n2cc(C(=O)c3cc(F)ccc3O)cn2)s1	26.9%	i	1.4	2.3%	1.8%	?	1.3%	1.6%	i
CC(Sc1ccc(Br)cc1)C(N)=O (centres undefined)	-6.0%	?	-1.8	-0.3%	-19.4%	14.3%	-1.5%	1.3%	i
COc1cccc(CN(C)c2nc(-c3cccs3)nc3ccccc23)c1	?	i	1.2	4.3%	-9.6%	-27.6%	-0.8%	2.8%	i
C[C@H](NC(=O)C1CC(=O)N(c2ccc3c(c2)OCCO3)C1)C(=O)N1CCC(C(=O)O)CC1 (some centres undefined)	-4.8%	i	-0.2	0.3%	-5.2%	4.9%	9.1%	18.8%	i
CCOc1ccccc1N1CC(C(=O)N(Cc2nnc(-c3ccccc3Cl)o2)C2CC2)CC1=O (centres undefined)	-1.3%	i	-35.6*	3.1%	-0.2%	-0.4%	-4.8%	18.0%	i
CN(C)c1ccc(-c2csc(C(C)(O)c3cccc(F)c3)n2)cc1 (centres undefined)	?	i	-3.2	0.9%	/	/	/	-17.1%	i
O=C(CCCCl)N1CCc2[nH]c3ccccc3c2C1	-10.6%	?	1.8	0.0%	0.3%	1.5%	-3.0%	0.0%	i
O=C(NC1CC1)c1cccc(NC(=O)C2CCC2)c1	1.8%	i	0.2	-0.4%	/	-0.4%	-3.2%	-2.8%	i
O=C(CSc1n[nH]c(-c2ccncc2)n1)Nc1ccc(Br)cc1	3.5%	i	0.2	2.1%	-3.6%	-7.3%	-1.9%	0.4%	i
COc1ccc(C(=O)COC(=O)C2CCC(=O)N2)cc1 (centres undefined)	11.1%	i	-2.6	-0.8%	1.1%	-15.0%	4.5%	-8.9%	i
Cc1ccc(-n2nc(C)c(=O)c(-c3ccccc3)c2NC(=O)C(C)C)cc1	0.0%	i	-0.9	-0.5%	-2.1%	1.9%	0.3%	-65.2%	i
Cc1cc(NC(=O)CSc2nc3cc(Cl)ccc3c(=O)n2Cc2ccco2)no1	7.9%	i	0.7	-0.3%	0.2%	?	2.4%	-0.9%	i
